# Compound activity from PubChem.
# ARFGAP1 inhibitor: inhibitors of rat ARFGAP1. inhibition, % at 16.5 µM. 360,000 compounds, 0.26% hits. Q62848. Arfgap1-stimulated ARF1 GTP hydrolysis, GDP FP detection;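 active = inhibition above a per-plate limit, mean inhibition of low control wells plus 3 SD, cut at about 25% in these data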;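 note: 0% = DMSO wells with enzyme and 100% = wells lacking Arfgap1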
#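 Assay system: purified rat His6-Arfgap1 residues 1-136 (GAP domain); Reagent: human Δ17 ARF1 bound to GTP; Dosing: 16.5 µM single point, 1.26% DMSO; Times: GTP hydrolysis reaction 2 h at 25 °C; Signal: FP, GDP Alexa 633 tracer displaced from anti-GDP antibody, 620/688 nm; Measure: % inhibition from polarization.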
# PLCg1 inh: PLC-gamma1 (human) inhibition, primary screen; inhibition, % at 12.2 µM; AID 720700; P19174; 370,000 compounds, 0.84% hits; purified PLC-gamma1, fluorogenic substrate, fluorescence; in the data active = inhibition above about 9.5%
# Target sequence (P19174 whole entry, looked up): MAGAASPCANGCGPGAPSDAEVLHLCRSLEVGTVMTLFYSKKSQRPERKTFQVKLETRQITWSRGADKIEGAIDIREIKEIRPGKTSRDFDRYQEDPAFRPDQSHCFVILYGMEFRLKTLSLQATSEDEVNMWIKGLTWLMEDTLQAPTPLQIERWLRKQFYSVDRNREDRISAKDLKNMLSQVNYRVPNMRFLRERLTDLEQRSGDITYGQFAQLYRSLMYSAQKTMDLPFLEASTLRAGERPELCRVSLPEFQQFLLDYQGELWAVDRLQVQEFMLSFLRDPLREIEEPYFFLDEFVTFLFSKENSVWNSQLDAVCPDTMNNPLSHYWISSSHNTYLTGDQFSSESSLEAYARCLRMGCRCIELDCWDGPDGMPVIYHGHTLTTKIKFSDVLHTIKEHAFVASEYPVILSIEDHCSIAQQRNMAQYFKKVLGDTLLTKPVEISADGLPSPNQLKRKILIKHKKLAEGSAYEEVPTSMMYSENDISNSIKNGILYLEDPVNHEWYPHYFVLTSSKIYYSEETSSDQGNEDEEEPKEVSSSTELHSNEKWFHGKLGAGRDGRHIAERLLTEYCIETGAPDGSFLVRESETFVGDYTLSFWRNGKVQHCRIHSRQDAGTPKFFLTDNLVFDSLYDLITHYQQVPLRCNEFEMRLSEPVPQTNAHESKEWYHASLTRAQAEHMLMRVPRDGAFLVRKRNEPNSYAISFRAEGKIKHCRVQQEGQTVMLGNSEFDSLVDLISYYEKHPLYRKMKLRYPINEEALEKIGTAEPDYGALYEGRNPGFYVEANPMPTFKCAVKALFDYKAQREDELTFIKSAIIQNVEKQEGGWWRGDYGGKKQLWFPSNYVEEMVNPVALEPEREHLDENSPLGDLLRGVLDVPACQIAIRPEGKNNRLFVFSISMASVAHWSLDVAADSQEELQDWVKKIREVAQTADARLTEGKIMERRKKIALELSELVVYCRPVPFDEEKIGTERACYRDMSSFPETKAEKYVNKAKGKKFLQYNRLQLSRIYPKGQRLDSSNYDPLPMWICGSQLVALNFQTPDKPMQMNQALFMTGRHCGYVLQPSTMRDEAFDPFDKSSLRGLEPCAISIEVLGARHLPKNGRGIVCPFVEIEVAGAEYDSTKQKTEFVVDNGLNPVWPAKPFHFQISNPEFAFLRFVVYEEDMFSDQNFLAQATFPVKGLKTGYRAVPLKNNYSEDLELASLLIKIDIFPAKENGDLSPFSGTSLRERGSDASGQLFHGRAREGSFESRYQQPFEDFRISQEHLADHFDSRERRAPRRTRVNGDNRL
# ASAP1 GAP inh: blocks human ASAP1-stimulated Arf1 GTP hydrolysis. Q9ULH1. GDP FP detection. inhibition, % at 16.5 µM. 360,000 compounds, 0.19% hits; in the data active = inhibition above about 25%;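 note: 0% = vehicle with enzyme and substrate and 100% = no enzyme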
# Tn7 DDE FP: inhibitors of Tn7 peptide binding to human fibrin DD(E); P02675; FP displacement of FITC-Tn7 peptide from fibrin DD(E); 0% = median of compound wells per plate; inhibition, % at 8.3 µM; 370,000 compounds, 0.13% hits;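 active = inhibition above the mean of compounds falling within the control limits plus 3 SD of them, cut at about 14% in these data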;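 note: 0% = plate median of compound wells and 100% = 10 µM Aha-Tn7 peptide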
#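 Assay system: Fibrin-DD(E) protein isolated from polymerized human fibrin clots; read-out basis: percent inhibition; medium: Tris/NaCl/CaCl2 buffer, pH 7.8; signal: FP measurement; incubation: 10 min plus 3 h, room temperature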
# ADAM10 inh: inhibits human ADAM10; AID 720582; recombinant ADAM10, EDANS/DABCYL FRET peptide cleavage, 3 h; 370,000 compounds, 0.62% hits; inhibition, % at 7 µM;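 active = inhibition above a per-campaign cutoff equal to the mean of compounds falling between control-based bounds plus 3 SD, cut at about 20% in these data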;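 note: 0% = DMSO wells while the 100% control is not disclosed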
# PLC-beta3 inh: blocks human PLC-beta3 enzyme activity | Purified PLC-beta3, fluorogenic substrate, fluorescence | inhibition, % at 12.2 µM | 370,000 compounds, 0.18% hits | AID 720704; in the data active = inhibition above about 11%;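 note: 0% = median of compound wells on plate and 100% = full blocker control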
# Tn6 DDE FP: disrupts Tn6 cyclic peptide binding to fibrin D-Dimer-E complex; P02675; AID 720509; 370,000 compounds, 0.21% hits; Fibrin DD(E) TRITC-Tn6 fluorescence polarization displacement; inhibition, % at 8.3 µM;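 active = inhibition above a per-campaign cutoff: mean of compounds within control limits plus 3 SD, cut at about 15% in these data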;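 note: 0% = median of all compound wells on the plate and 100% = blocking peptide control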
# TDP2 absorb: blocks human TDP2 phosphodiesterase activity. recombinant TDP2, T5PNP hydrolysis, p-nitrophenol absorbance 415 nm. inhibition, % at 12.8 µM. 370,000 compounds, 0.34% hits. AID 720702;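 active = inhibition above the mean of all tested compounds plus 3 SD, set per campaign, cut at about 25% in these data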;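 note: 0% = DMSO with enzyme and 100% = buffer with substrate but no TDP2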
#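 Assay system: Recombinant human TDP2 | Quantity: 120 nM TDP2 per well | Incubation: 2 h at 37 °C | Signal: Epi absorbance | Evaluation: Percent inhibition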
# SIAE primary: inhibitors of human sialic acid acetylesterase SIAE; Q9HAT2; SIAE FP-Rh probe binding, fluorescence polarization; inhibition, % at 9.66 µM; 370,000 compounds, 0.69% hits;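 active = inhibition above a cutoff: mean of compounds within the control limits plus 3 SD of those, cut at about 17% in these data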;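 note: 0% = plate median of compound wells and 100% = probe without SIAE protein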
# ADAM17 inh: ADAM17 inhibition, QFRET primary screen; 370,000 compounds, 0.83% hits; P78536; inhibition, % at 6.95 µM; recombinant ADAM17, EDANS/DABCYL FRET peptide cleavage; AID 720648;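 active = inhibition above the mean of compounds lying between control limits plus 3 SD, set per campaign, cut at about 8.5% in these data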;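 note: 0% = DMSO-only wells as the low control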
# * hit, by the source's call; i = inactive; / = no result given.
# Results follow in this order: ARFGAP1 inhibitor	PLCg1 inh	ASAP1 GAP inh	Tn7 DDE FP	ADAM10 inh	PLC-beta3 inh	Tn6 DDE FP	TDP2 absorb	SIAE primary	ADAM17 inh
(1) N#CC1=C(N)OC2=C(C(=O)CC(c3ccccc3)C2)C1c1cccnc1 (stereo not drawn)
→ -2	0	-5	7	2	-4	-1	9	-8	-2
(2) Cc1csc(NC(=O)CSc2nnc(-c3ccccc3)o2)n1
→ -1	-3	2	-3	-6	-9	-8	-10	1	-6
(3) CNC(=S)N1CCN(C(=O)c2ccco2)CC1
→ 10	-2	-2	3	-11	0	-8	-2	-5	-3
(4) CC(=O)Nc1cccc2c1C(=O)N(c1ccc(OC(C)=O)cc1)C2=O
→ -1	-14	-2	-2	4	-18	-1	-16	-3	-2
(5) COC(=O)/C=C/C(=O)N1CCN(c2ccccc2)CC1
→ 6	3	-9	-3	-4	3	-5	6	5	2
(6) CNC[C@H](CC1CCCCC1)NC[C@H](NCCC1CCCC1)[C@H](C)O
→ -10	2	-10	10	0	1	4	1	-2	-3
(7) CC(C)NC(=O)c1ccc2c(c1)N(CC(=O)N1CCCCC1)C(=O)C(C)(C)O2
→ -11	0	-10	3	-5	-8	-5	-4	-1	-6
(8) O=C(COc1cc(F)ccc1[N+](=O)[O-])Nc1ccc(N2CCOCC2)cc1
→ 5	3	2	3	0	-8	1	-4	1	-1
(9) COc1ccc(OC)c(NC(=O)COC(=O)c2c3c(nc4ccccc24)CCCC3)c1
→ 12	6	-1	-8	9	3	3	-8	-4	11*
(10) CCOC(=O)c1sc2nccc(N(C)C)c2c1N=CN(C)C
→ -2	-52	-13	5	-200	-62	3	10	-1	-71
(11) CS(=O)(=O)N1N=C(c2cccs2)CC1c1ccc(Cl)o1 (stereo not drawn)
→ 10	1	1	1	-7	-2	8	7	-3	-1
(12) CCOc1ccc2nc(/N=C/c3nc(-c4ccc(Br)cc4)oc3O)sc2c1
→ -1	-7	9	6	1	-4	-4	-7	-12	-2
(13) COc1ccc(CCNC(=O)COC(=O)c2cc(S(=O)(=O)N3CCOCC3)ccc2C)cc1OC
→ -4	-1	-10	-5	1	1	-1	5	0	-2
(14) Cc1c(NC(=O)CSc2nnc(C(C)Oc3ccc(Cl)cc3)n2-c2ccccc2)c(=O)n(-c2ccccc2)n1C (stereo not drawn)
→ -7	0	-6	-2	-4	-1	5	3	-2	-5
(15) Cc1nnc(-c2cccc(Br)c2)c2cn(-c3ccccc3)nc12
→ -1	-1	12	-7	1	2	-6	9	2	0
(16) C/C(=N\Nc1ccc([N+](=O)[O-])cc1)c1cc2ccccc2o1
→ 2	-85	9	-6	3	-131	0	-8	10	4
(17) CC(C)CN(CC(C)C)C(=O)CSc1nc2cccnc2n1C
→ /	-1	/	2	-5	-3	-5	6	0	4
(18) O=C(Cn1ccc(NC(=O)OCc2ccccc2)nc1=O)NCCN1CCOCC1
→ -8	0	-1	0	-9	4	3	6	1	0
(19) O=C(NC(NNc1ccc([N+](=O)[O-])cc1)(C(F)(F)F)C(F)(F)F)c1ccc(Cl)cc1
→ 11	2	13	1	19	2	-1	1	-2	7
(20) O=C(Cn1c(=O)c2c(ncn2Cc2ccccc2)n(Cc2ccccc2)c1=O)N1CCCC1
→ -2	1	-6	13	3	1	0	-6	0	0
(21) FC(F)(F)c1nnc2ccc(NCn3nnc4ccccc43)nn12
→ -12	0	-1	2	0	4	10	2	0	-1
(22) CCN=C1SC(CC(=O)Nc2ccc(N3CCOCC3)cc2)C(=O)N1CC (stereo not drawn)
→ -11	0	-17	0	-5	2	-2	6	19*	-5
(23) CCCc1n[nH]c2c1/C(=N\OCC)CC(C)(C)C2
→ -4	-3	-9	0	3	-10	-4	11	2	-3
(24) CCOC(=O)c1sc2nc(CC(=O)OC)nc(NCCN3CCOCC3)c2c1C
→ -1	-9	14	-7	-75	-11	7	3	2	-25
(25) CC/C=C\[C@H](O)[C@H](O)C1=C(C)C(=O)[C@]2(O1)C(=O)N[C@@](OC)(C(=O)c1ccccc1)C2O (stereo partly drawn)
→ -4	-12	-11	2	63*	-16	2	6	0	-7
(26) COC(=O)c1sc(S(=O)(=O)Nc2ccc3cn[nH]c3c2)c(C(=O)OC)c1C
→ -2	-2	-3	-1	-10	-6	5	7	4	-5
(27) Cc1cc(=O)oc2c3c(cc(OCC(=O)NCCN4CCOCC4)c12)OC(C)(C)CC3
→ -1	i	6	4	i	i	9	8	1	i
(28) CC(=O)n1cc([C@@H]2C=C(C(=O)N3CCN(C)CC3)O[C@H](OCc3ccc(CO)cc3)C2)c2ccccc21
→ -1	-11	-22	4	-9	-13	3	2	-1	-4
(29) O=C(O)c1cc([N+](=O)[O-])ccc1-c1ccc([N+](=O)[O-])cc1C(=O)O
→ -11	20*	15	-5	-8	12*	-1	-8	0	9.4*
(30) COc1ccc(-c2nnc(SCc3cc(C)cc(C)c3)o2)cc1
→ -1	3	7	-1	-2	-3	-6	-1	-10	0
(31) CCc1cc(Cn2nc(-c3ccccc3)cc2C(=O)NCc2ccccc2OC)on1
→ -10	7	1	7	18	7	6	-13	-16	6
(32) COC(=O)[C@@]12CCCCC3=C1N(CCC3)C(=O)[C@H]2CC(=O)N1CCCCC1
→ /	3	/	-4	-3	1	2	-4	-10	-2
(33) COCCCNC(=O)/C=C/c1ccc(Cl)cc1
→ -11	6	4	0	5	-1	0	-9	3	2
(34) COC(=O)c1cc(NC(=O)Cc2ccccc2[N+](=O)[O-])ccc1Cl
→ 1	6	10	0	9	5	1	12	-1	4
(35) O=c1cc(-c2ccccc2)nc2nc[nH]n12
→ 21	1	6	3	0	-2	3	-9	0	-3
(36) Cn1c(CCNS(=O)(=O)c2ccc(F)cc2)nnc1SCc1cccnc1
→ 2	2	-2	0	9	-3	-3	-3	3	1
(37) C/C=C/c1ccc(OCCCNCC(C)O)c(OC)c1 (stereo not drawn)
→ 19	0	8	-3	-4	1	2	4	-1	0
(38) Cc1nc2cc(C(=O)NCc3ccc4c(c3)OCO4)ccc2n1-c1ccc(Br)cc1
→ 7	-2	0	-3	6	-5	-7	6	-19	1
(39) O=C(COc1ccccc1)NCCSCc1ccco1
→ -1	-1	-6	4	-9	-6	-1	5	4	-5
(40) CCNC(=O)/C(=C/c1cccc([N+](=O)[O-])c1)NC(=O)c1ccc(C)cc1
→ -13	-7	-12	0	-4	-8	-1	12	0	1
(41) CC1(C)CC(NNCCC#N)=CC(=[N+]2CCCC2)C1
→ 4	-9	-9	-7	-15	-16	-6	-2	3	-2
(42) CN1CCN(C2=NCCO2)CC1
→ -2	1	6	-1	8	-6	-1	9	-2	0
(43) O=[N+]([O-])c1ccc(C(O)C(CO)NC(=S)Nc2ccccc2)cc1 (stereo not drawn)
→ 1	9.8*	-1	4	13	-1	0	-18	2	8.8*
(44) Cc1ccc(-c2cc(C(=O)OCC(=O)N(C)C3CCS(=O)(=O)C3)c3ccccc3n2)c(C)c1 (stereo not drawn)
→ 2	-10	-6	2	5	-15	-2	8	-2	0
(45) CC(C)(C)c1ccc(S(=O)(=O)O/N=C2/CCCCC2c2ccc([N+](=O)[O-])cc2[N+](=O)[O-])cc1 (stereo not drawn)
→ 4	-2	6	3	-9	-2	4	3	-1	-4
(46) O=C1CSC(=S)N1Nc1ccccc1
→ -5	-12	-2	-5	-15	-20	3	8	-24	-2
(47) CCc1ccc(C2C(=O)c3ccccc3C2=O)cc1
→ 12	0	4	1	-1	-5	-9	-8	-7	-6
(48) CCOC(=O)c1[nH]ncc1CN1CCCC(C(=O)c2ccc(OC)c(OC)c2)C1 (stereo not drawn)
→ 16	0	-8	-5	-3	-3	-1	4	-2	-4
(49) CCOc1ccc(Nc2nc3cc(S(=O)(=O)CC)ccc3o2)cc1
→ -7	-3	9	0	-6	-10	4	-2	4	-2
(50) CC(C)Oc1cccc(C(=O)C2CCCN(C(=O)CCn3cnnn3)C2)c1 (stereo not drawn)
→ -10	-1	5	3	-5	-7	0	-1	7	-6

# Next section.
# Results follow in this order: ARFGAP1 inhibitor	PLCg1 inh	ASAP1 GAP inh	Tn7 DDE FP	ADAM10 inh	PLC-beta3 inh	Tn6 DDE FP	TDP2 absorb	SIAE primary	ADAM17 inh
(51) O=C(CC[C@H]1O[C@@H](n2cnc3c(NC(=O)c4ccccc4)ncnc32)[C@H](O)[C@@H]1O)NCC1CCCCC1
→ 19	2	-10	-11	-1	3	-4	-6	8	0
(52) CC(Oc1cc(-c2ccccc2)cc2ccccc12)C(=O)N1CCOCC1 (stereo not drawn)
→ -4	-1	-1	2	2	2	6	15	-4	-1
(53) CCCCNC(=O)c1c(CSc2ccc(Cl)cc2)noc1C(=O)NCc1ccccc1
→ 4	-2	-7	0	11	3	-8	7	-23	-2
(54) Cc1nn(-c2cccc(C(F)(F)F)c2)c(=O)c2ccccc12
→ 0	0	-2	-7	2	-3	-6	-6	/	1
(55) O=C(CSc1nnc(Cc2ccccc2)o1)NC1CCCCC1
→ 13	0	-7	-1	-4	-2	4	-4	-1	-2
(56) CCN(CC)S(=O)(=O)c1cccc(C(=O)Nc2nncs2)c1
→ -5	2	2	-1	1	-1	-3	4	2	2
(57) CC(C)CN1C=C2C(=O)C(C)(OC(=O)CCc3ccccc3)C(=O)C=C2C=C1c1ccc(C#N)cc1 (stereo not drawn)
→ -3	-58	-6	3	-51	-88	2	16	5	-17
(58) CCOC(=O)c1cc(NC(=O)c2ccccc2)c(=O)oc1C(F)(F)F
→ -3	-1	-6	5	-2	2	5	2	-4	-4
(59) O=C1N(CCCN2C(=O)C3(OCCO3)c3ccccc32)c2ccccc2C12OCCO2
→ 3	4	0	0	-3	1	8	6	0	0
(60) CC(=O)c1ccc(N2CCN(C(=O)Cc3ccccc3)CC2)c(F)c1
→ 5	0	-7	-2	4	-6	-3	-1	-1	0
(61) CC(=O)Nc1ccc(Nc2ncc([N+](=O)[O-])c(Nc3ccc(NC(C)=O)cc3)n2)cc1
→ 12	-2	19	-2	-1	-2	5	2	-1	-4

# Hits appear at their usual frequency; 3.6% or so of the library scored in one or more.
